ASAP1 GAP inh = blocks human ASAP1-stimulated Arf1 GTP hydrolysis. inhibition, % at 16.5 µM. hit rate 0.19% among 360,000. GDP FP detection; in the data active means inhibition above about 25%;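 further: 0% = vehicle with enzyme and substrate and 100% = no enzyme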
PG9 Ab binder = binds the HIV-1 gp120 antibody PG9 | TR-FRET gp120-PG9 antibody binding | inhibition, % at 6.7 µM | hit rate 0.43% among 360,000 | AID 624416; in the data active means inhibition above about 8.5%
SMARCA2 act = activators of SMARCA2 function; MG213 cells, MMTV-luciferase reporter, dexamethasone, overnight; activation, % at 9.1 µM; hit rate 1% among 370,000; in the data active means activation above about 7.8%;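 further: 0% = vehicle wells and 100% = reference activator wells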
HTRA1 inhibitor = inhibitors of human serine peptidase HTRA1. inhibition, % at 5.96 µM. recombinant HTRA1, FP-rhodamine activity-based probe, fluorescence polarization. Q92743. AID 504803. hit rate 0.5% among 340,000; in the data active means inhibition above about 36%;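 further: 0% = enzyme with DMSO and 100% = wells lacking enzyme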
NR1D1 modulator = modulators of human Rev-erb alpha DNA binding. activity, % at 10 µM. hit rate 0.79% among 370,000. Rev-erbα–FITC-DNA binding, fluorescence polarization, 90 min;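 active means activity above about 14%, limit read from the data; passing the limit was not always enough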;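 further: 0% = DMSO wells with 35 nM protein and 100% = DMSO wells with 750 nM protein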
NPR1 activator = GC-A (human) enzyme activation | P16066 | HEK293 GC-A cells, cGMP TR-FRET, EC30 ANP; 0% at EC30 ANP, 100% saturating ANP | activation, % at 10 µM | hit rate 0.14% among 370,000; in the data active means activation above about 40%
GC-B act = GC-B (human) receptor activation; P20594; HEK293-GC-B cells, CNP EC30, cGMP TR-FRET; 0% at EC30 CNP, 100% saturating CNP; activation, % at 10 µM; hit rate 0.11% among 370,000;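 active means activation at 10 µM reaching about 35% in either raw or pattern-adjusted values, limit read from the data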
Target sequence (P20594 whole entry, looked up): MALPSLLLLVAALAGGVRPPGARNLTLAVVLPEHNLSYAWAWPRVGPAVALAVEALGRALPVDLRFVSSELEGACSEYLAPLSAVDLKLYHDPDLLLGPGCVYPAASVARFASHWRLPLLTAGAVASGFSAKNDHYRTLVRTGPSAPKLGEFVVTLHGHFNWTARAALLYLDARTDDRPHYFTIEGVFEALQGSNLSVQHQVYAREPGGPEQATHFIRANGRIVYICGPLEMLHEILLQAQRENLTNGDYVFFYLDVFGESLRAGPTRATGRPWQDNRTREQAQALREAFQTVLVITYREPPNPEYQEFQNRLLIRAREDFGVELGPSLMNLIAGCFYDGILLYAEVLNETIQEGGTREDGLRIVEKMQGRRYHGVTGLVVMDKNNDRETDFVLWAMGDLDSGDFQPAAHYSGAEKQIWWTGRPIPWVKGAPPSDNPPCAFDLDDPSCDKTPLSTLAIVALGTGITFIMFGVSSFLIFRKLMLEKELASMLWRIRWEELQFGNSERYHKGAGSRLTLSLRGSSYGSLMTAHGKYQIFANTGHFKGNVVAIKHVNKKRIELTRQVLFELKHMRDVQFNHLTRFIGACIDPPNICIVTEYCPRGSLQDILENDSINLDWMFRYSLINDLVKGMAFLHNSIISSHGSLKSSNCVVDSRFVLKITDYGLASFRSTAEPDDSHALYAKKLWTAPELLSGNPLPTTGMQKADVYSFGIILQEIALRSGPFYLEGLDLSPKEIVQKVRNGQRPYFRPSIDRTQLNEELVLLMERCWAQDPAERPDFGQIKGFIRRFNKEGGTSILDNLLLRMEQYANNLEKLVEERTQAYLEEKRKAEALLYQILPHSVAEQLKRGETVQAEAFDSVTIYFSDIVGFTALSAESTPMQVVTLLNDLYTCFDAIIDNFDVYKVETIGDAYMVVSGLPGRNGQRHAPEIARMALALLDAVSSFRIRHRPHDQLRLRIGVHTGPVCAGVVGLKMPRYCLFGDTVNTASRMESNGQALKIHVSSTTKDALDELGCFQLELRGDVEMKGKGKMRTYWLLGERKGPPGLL
ARFGAP1 inhibitor = inhibits rat ARF GTPase activating protein 1. inhibition, % at 16.5 µM. AID 651572. hit rate 0.26% among 360,000. Q62848. Arfgap1-stimulated ARF1 GTP hydrolysis, GDP FP detection;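 active means inhibition above a per-plate limit, mean inhibition of low control wells plus 3 SD, cut at about 25% in these data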;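 further: 0% = DMSO wells with enzyme and 100% = wells lacking Arfgap1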
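Material – truncated rat Arfgap1 GAP domain · Buffer or medium – HEPES-based buffer, pH 7.5 · Reagent – human ARF1(Δ1-17)-GTP substrate · Dosing – 16.5 µM single point, 1.26% DMSO · Schedule – GTP hydrolysis reaction 2 h at 25 °C · Technique – GDP detection by fluorescence polarization · Benchmarks – No-Arfgap1 wells (100%) versus DMSO full-reaction wells (0%) · Repeats – single replicate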
mABHD4 FP = inhibitors of mouse ABHD4. Q8VD66. purified mABHD4, FP-Rh probe fluorescence polarization. inhibition, % at 8.92 µM. hit rate 0.54% among 370,000. AID 720543;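 active means inhibition exceeding the mean over every tested compound plus 3 SD, cut at about 30% in these data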;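 further: 0% = plate median of compound wells and 100% = S159A mutant with DMSO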
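Assay system: mouse ABHD4 enzyme, wild type / Also added: fluorescent activity-based probe FP-Rh / Doses: single nominal dose of 8.92 µM, 0.89% DMSO final / Timing: 45 min compound pre-incubation plus 60 min probe step, 25 °C / Signal: FP readout, ex 525 nm / em 598 nm / Control set: S159A mutant/DMSO as 100%, compound-well median as 0%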
rCAG RNA binder = molecules binding r(CAG) RNA repeats | inhibition, % at 3 µM | r(CAG) RNA repeat, TO-PRO-1 dye displacement fluorescence | hit rate 1.3% among 370,000 | AID 651821;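 active means inhibition above the plate cutoff, the mean of all test compounds on that plate plus 3 SD, cut at about 35% in these data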;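 further: 0% = DMSO alone and 100% = 100 µM mitoxantrone as full dye displacement; higher means more dye released from RNA so lower well fluorescence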
* marks the source's active call; other numbers are inactive results; x = not tested or not shown.

SMILES | ASAP1 GAP inh | PG9 Ab binder | SMARCA2 act | HTRA1 inhibitor | NR1D1 modulator | NPR1 activator | GC-B act | ARFGAP1 inhibitor | mABHD4 FP | rCAG RNA binder
O=C(NC1CCCCN(Cc2ccc(Cl)cc2)C1=O)c1ccccc1 (stereo unspecified) | x | x | -1 | x | 7 | 1 | -1 | x | -12 | 7
NCCS(=O)(=O)NC1CCCCC1 | 7 | 1.4 | -2 | 0 | -3 | 2 | 3 | 14 | 6 | 1
Cc1nn(CCc2n[nH]c(=S)n2-c2cccc(Cl)c2)c(C)c1[N+](=O)[O-] | 0 | -0.8 | 6 | 2 | 0 | 0 | -2 | 0 | -4 | 5
CCN(C(=O)CN1C(=O)NC2(CCCC2)C1=O)c1nc2c(C)cccc2s1 | -1 | 0.8 | -1 | -21 | -2 | -4 | 0 | -8 | -6 | 3
O=C(O)CCCN(Cc1cccc(Br)c1)S(=O)(=O)c1ccc(Br)cc1 | -3 | 0.7 | -2 | -5 | -1 | -3 | -14 | 12 | 10 | 9
Cc1ccccc1N1CCN(S(=O)(=O)c2ccc3oc(=O)ccc3c2)CC1 | -2 | -1.6 | -1 | 11 | 3 | 1 | 0 | -13 | 4 | -2
Cc1ccc2nc(C)cc(N3CCOCC3)c2c1 | -8 | -1.5 | 2 | 0 | 3 | -4 | -11 | -6 | 7 | -2
O=C(Nc1ccncc1)c1c(F)c(F)c(F)c(F)c1F | 0 | -0.7 | 3 | 6 | -1 | 4 | 0 | -5 | 1 | 3
COc1ccc(C(=O)c2ccc(N3CCOCC3)cc2)c(OC)c1 | 13 | 0.9 | -4 | -2 | -1 | 2 | 2 | 6 | -3 | -5
c1cc(C2CCN(Cc3nc(-c4ccc5c(c4)OCO5)no3)CC2)ccn1 | -10 | 0.8 | -3 | 3 | -5 | 4 | -2 | 9 | 4 | -3
COc1ccc(C(=O)OC2CCN(c3ncc(C(F)(F)F)cc3Cl)CC2)cc1 | -4 | -0.5 | 0 | -1 | 3 | 0 | -6 | 10 | -3 | -2
Oc1cccc2cc(-c3ccncc3)cnc12 | 8 | -2.5 | 1 | x | 11 | -20 | -17 | 13 | 23 | 3
Cc1ccc(C=O)c([B-](F)(F)F)c1 | -6 | -3.3 | -7 | 5 | -6 | 2 | -5 | -4 | -6 | 4
COc1cccc(/C=N/N2CCN(C)CC2)c1 | -4 | -1.7 | -1 | -2 | -2 | 1 | 9 | 19 | 10 | -2
Cc1ccccc1NC(=S)NCc1ccc2[nH]c3c(c2c1)CCCC3 | 6 | -0.1 | -1 | 2 | 1 | 10 | 3 | -4 | 2 | 8
COc1ccc(/C=N/NC(=O)c2ccccc2OCc2ccccc2)c(OC)c1 | -4 | -1.0 | -1 | -92 | -1 | 6 | 11 | -14 | -16 | 5
CC(C)C(c1nnnn1CCc1ccccc1)N1CCOCC1 (stereo unspecified) | 0 | 2.6 | -5 | -3 | 1 | 4 | -2 | 9 | -15 | 3
COc1ccc(NC(=S)N2CCC(C(=O)c3ccc(OC)cc3)CC2)cc1 | 1 | -2.0 | 0 | -6 | -5 | 0 | -4 | -4 | 5 | 1
Cc1cc(C)c2c(CC(=O)O)c(C)[nH]c2c1 | -10 | -1.9 | -4 | 7 | 3 | 2 | -1 | -2 | 3 | 7
COC(=O)C1=C(C)N(Cc2ccccc2)C(=S)NC1c1ccc(Br)cc1 (stereo unspecified) | 6 | 0.2 | -5 | x | 10 | -15 | -16 | 5 | -23 | 6
O=C(CNC(=O)c1ccccc1F)NCCOc1ccccc1Cl | 8 | -2.3 | 1 | 0 | 0 | 5 | -4 | -4 | 1 | -1
Cc1ccc2c(c1)C1CN(C)CCC1N2S(=O)(=O)c1ccc(C#N)cc1 (stereo unspecified) | 1 | 1.2 | 1 | -6 | 6 | 0 | -3 | -6 | -2 | 2
CCC(C(=O)N(C(C)C)C(C)C)c1ccccc1 (stereo unspecified) | 6 | -0.7 | 0 | 2 | -1 | 0 | 3 | -2 | -3 | 5
CCOc1ccc(S(=O)(=O)Nc2cc(F)ccc2F)c2cccnc12 | 1 | 0.2 | -5 | 0 | 0 | -3 | -3 | 13 | 4 | 14
CN(C)S(=O)(=O)N1CCC(Oc2ccc(C(=O)N3C[C@@H]4CCC[C@H]3C4)cc2)CC1 | -2 | -2.8 | -2 | 5 | 0 | 2 | 7 | -12 | -5 | -10
CC(C)Oc1cccc(C(=O)Nc2ccc(CN3CCOCC3)cc2)c1 | 12 | -0.5 | -6 | -1 | -3 | -1 | 7 | -10 | -7 | -10
COc1ccc2[nH]c3c(c2c1)CCN1C(=O)N([C@@H](C)C(=O)NCc2ccc(C)cc2)C(=O)[C@]31C | 9 | 0.0 | -1 | -9 | -2 | -6 | -5 | 1 | 4 | 4
Cc1cccc(C)c1NC(=S)N/N=C/c1c(Cl)cccc1Cl | -6 | -2.6 | 0 | 2 | 8 | -6 | 6 | 8 | 4 | 0
O=C(Nc1cc(S(=O)(=O)N2CCCCC2)ccc1O)c1ccccc1NS(=O)(=O)c1ccc(F)c(F)c1 | 16 | -0.9 | -1 | -39 | 2 | 2 | -12 | 6 | -4 | 85*
CC(=O)C1=C(O)C(=O)N(Cc2ccccc2)C1c1ccc([N+](=O)[O-])cc1 (stereo unspecified) | 2 | -0.7 | -3 | 5 | 1 | -3 | 0 | -5 | 4 | 6

The closing 2 records of the part before open the next one:
SMILES | ASAP1 GAP inh | PG9 Ab binder | SMARCA2 act | HTRA1 inhibitor | NR1D1 modulator | NPR1 activator | GC-B act | ARFGAP1 inhibitor | mABHD4 FP | rCAG RNA binder
O=C(Nc1cc(S(=O)(=O)N2CCCCC2)ccc1O)c1ccccc1NS(=O)(=O)c1ccc(F)c(F)c1 | 16 | -0.9 | -1 | -39 | 2 | 2 | -12 | 6 | -4 | 85*
CC(=O)C1=C(O)C(=O)N(Cc2ccccc2)C1c1ccc([N+](=O)[O-])cc1 (stereo unspecified) | 2 | -0.7 | -3 | 5 | 1 | -3 | 0 | -5 | 4 | 6
Cc1ccc(S(=O)(=O)N2CCCC2)s1 | 9 | -0.6 | 1 | 3 | 2 | 1 | 4 | 7 | 1 | -5
Cc1ccc(-n2[nH]c(C)c(C=Nc3cc(C)ccn3)c2=O)cc1 | -3 | -1.2 | -8 | 4 | 1 | 1 | -6 | 6 | 4 | 0
CC1(C(=O)Nc2ccc3c(c2)OCCO3)CCN1C(=O)Cc1ccc(-c2ccccc2)cc1 (stereo unspecified) | 4 | 0.8 | -9 | x | -10 | 4 | 3 | 6 | -6 | 5
Cc1cccc(OCC(=O)N2CCN(C(=O)c3ccc([N+](=O)[O-])cc3)CC2)c1 | 4 | 0.7 | 0 | -1 | 0 | -1 | 0 | -4 | -3 | -3
CS(=O)(=O)N1CCN(C2C3CC4CC(C3)CC2C4)CC1 (stereo unspecified) | -7 | -1.9 | -2 | 5 | 6 | 4 | 5 | 4 | 13 | -4
CCOC(=O)C1CCN(CC(O)COc2ccc(C(=O)CC)cc2)CC1 (stereo unspecified) | -6 | 0.2 | -5 | 5 | 1 | -2 | 4 | -1 | -2 | -12
CN(C)S(=O)(=O)c1cccc(NC(=O)COc2cccc(C#N)c2)c1 | -13 | 0.1 | 0 | -5 | 0 | -1 | 3 | -4 | -4 | 5
COc1cc(C(=O)N2c3ccccc3CCC2C)cc(OC)c1OC (stereo unspecified) | -7 | -1.2 | 1 | -1 | -2 | -25 | -20 | 3 | -5 | -5
O=C(N/N=C/C=C\c1ccccc1[N+](=O)[O-])c1ccncc1 | -1 | -5.2 | -1 | 2 | 3 | -6 | -2 | 2 | 5 | -2
CC(=O)c1cccc(NC(=O)C(C)OC(=O)/C=C/c2cccs2)c1 (stereo unspecified) | -8 | -2.0 | -1 | -1 | 11 | -2 | -4 | -1 | 6 | 0
Cc1ccc(NC(=O)CSc2ncccc2C(=O)Oc2cccc([N+](=O)[O-])c2)cc1Cl | 44* | -0.7 | 2 | -15 | -7 | -4 | 0 | 7 | 7 | 4
COCCN(CCOC)Cc1cc(=O)oc2cc3c(cc12)CCC3 | 0 | -0.8 | 1 | 8 | 0 | 7 | 6 | 1 | 0 | -2
CCC(C)[C@@H]1NC(=O)N(CCCN2CCCC2=O)C1=O (stereo partly specified) | 0 | -1.2 | 4 | 3 | 0 | -1 | 2 | 6 | -1 | -3
COc1ccc(-c2cc(C#N)nc(Oc3ccc(Cl)cc3)n2)cc1 | -1 | 2.5 | -3 | -6 | 3 | 5 | -2 | 1 | 1 | 5
Cc1ccc(NC(=O)C2CCN(S(=O)(=O)c3ccc(Cl)c(C(F)(F)F)c3)CC2)nc1 | -1 | -2.3 | -3 | -1 | 2 | -4 | -1 | 9 | -3 | 3
COC(=O)c1[nH]c(C)c(/C(O)=C2\C(=O)C(=O)N(CCN3CCOCC3)C2c2ccccc2OC)c1C (stereo unspecified) | 1 | 0.2 | 0 | 11 | -3 | 4 | -1 | 4 | -2 | -2
COc1cc(C(=O)NCCOc2ccccc2C)c(Br)c(OC)c1OC | -3 | 0.4 | 1 | 0 | 2 | -4 | 6 | 1 | 6 | -5
Cc1cccc(OCC(=O)N(C)c2c(N)n(Cc3ccccc3)c(=O)[nH]c2=O)c1C | -1 | 0.3 | 0 | 1 | -4 | -3 | 1 | -11 | 7 | 3
O=C(CCN1CCN(Cc2ccccc2)CC1)Nc1ccc(OCc2ccccc2)cc1 | 4 | -2.2 | -7 | -4 | -2 | 7 | -5 | -2 | 9 | -7
O=C(COC(=O)/C=C/c1ccccc1)NCc1cccs1 | -3 | -2.1 | 3 | -2 | -4 | -2 | -1 | 18 | 2 | -1
CC(=O)NC(c1cccc(F)c1)c1nc(-c2ccoc2)cs1 (stereo unspecified) | -4 | -0.7 | -1 | x | 0 | 0 | 1 | -9 | 4 | 3
CCc1ccc(OC2(C)CCN(Cc3ccc4c(c3)OCCO4)C2)cc1 (stereo unspecified) | -4 | 0.3 | -1 | x | -3 | -3 | 3 | 3 | 3 | 3
COc1ccc(CCc2nnc(CCC(=O)N(C)Cc3ccncc3C)o2)cc1 | 7 | 0.2 | 4 | 1 | 3 | -1 | 1 | 3 | 5 | -7
COc1ccc(CCNC(=O)CN2C(=O)NC3(CCCCC3C)C2=O)cc1 (stereo unspecified) | -20 | 0.2 | 2 | 1 | 1 | -2 | 2 | 5 | -2 | 0
CC(C)CN(C(=O)COC(=O)Cc1c[nH]c2ccccc12)c1c(N)n(Cc2ccccc2)c(=O)[nH]c1=O | -3 | -2.6 | 1 | -3 | 3 | 2 | 2 | -7 | 4 | 4
Cc1cc(C)n(-c2nc(Nc3ccccc3)nc(-n3nc(C)cc3C)n2)n1 | -3 | -1.8 | -2 | -5 | -16 | 26 | 31 | 15 | 3 | -3
Cc1ccc(Cl)cc1NC(=S)NN | 8 | -0.8 | -2 | x | 3 | 3 | -5 | 5 | 3 | 3
